Screening results deposited in PubChem BioAssay by several laboratories.
Platelet DG rel: platelet dense granule release activity; human platelet-rich plasma, SFLLRN dense granule ATP release, luminescence; inhibition, %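 (compounds screened at 7.5 µM in platelet-rich plasma)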; 300,000 compounds, 0.22% hits; AID 1663;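 active means mean replicate score, as percent of positive control, at or above 50; inconclusive means mean below 50 but at least one replicate at or above 50; inactive means mean and every replicate below 50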
HSF1 inh: HSF1 inhibition | 300,000 compounds, 0.77% hits | activity change, negative = inhibition, % at 7.5 µM (by protocol) | NIH3T3-HGL HSE-luciferase, MG132-induced, luminescence 8 h; hits give low values;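 active means more than half of replicate wells show activity change below -50%, luminescence cut by over half; inconclusive means some wells, but at most half, below -50%; inactive means no replicate well below -50%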;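 further: luciferase reports HSF-1 transcriptional activity via heat shock element; 0% = median of DMSO wells and -100% = zero luminescence signal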
HSF1 activator: increases HSF-1 driven luciferase reporter signal; NIH3T3-HGL HSF-1 luciferase reporter, MG132, 8 h; 100% = twice DMSO control signal; activation, % at 9 µM; 300,000 compounds, 1.7% hits; AID 504408;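 active means mean replicate activation of at least 50% with a set share of replicates each reaching 50%; inconclusive means only one of those two conditions met; inactive means mean below 50% and too few replicates reaching it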;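 further: 0% = median of the neutral control wells and 100% = twice that signal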
DYRK1A inh: blocks rat Dyrk1A kinase activity; Q63470; inhibition, % at 12.5 µM; 310,000 compounds, 0.43% hits; ADP-Glo luminescence, NFATc1 peptide; in the data active means inhibition above about 50%;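 further: plate controls were vehicle with enzyme for no effect and no enzyme for full effect; many of its hits are not listed in these tables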
PolyA inh: blocks polyadenylation in yeast reporter cells. S. cerevisiae SKY197-pL101 polyadenylation reporter, beta-gal luminescence; efflux-impaired pdr1/pdr3 knockout yeast; score 100 = 6 SD above DMSO. calls only at 12 µM. 300,000 compounds, 0.02% hits. AID 1875;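 active means lowest replicate activity score at least 50, where 100 means six control SD above control mean; inconclusive means lowest score under 50 but half or more replicates reach 50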;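 further: yeast exposed to compound for 9 h at 30 °C; higher score means more reporter readthrough which indicates perturbed polyadenylation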
HSP90 inh: blocks HSP90-mediated luciferase refolding in reticulocyte lysate | Rabbit reticulocyte lysate, luciferase refolding luminescence, 3 h | inhibition, % at 5.6 µM | 290,000 compounds, 0.91% hits;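 active means inhibition above the screen-wide mean plus 3 SD, computed separately per campaign, cut at about 16% in these data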;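 further: 0% = DMSO wells and 100% = 60 µM geldanamycin wells; inhibitors lower the luminescence because luciferase stays unfolded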
GSK3beta inhib: blocks human GSK3beta kinase activity | GST-GSK3beta kinase, ADP-Glo luminescence, 60 min; hits give low values | activity score (negative = inhibition), % at 10 µM | 300,000 compounds, 0.038% hits;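 active means more than half of replicate wells score below -50%, meaning over 50% inhibition versus plate controls; inconclusive means some replicates but at most half score below -50%; inactive means no replicate scores below -50%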;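 further: 0% = median DMSO wells and -100% = median GW8510 positive control wells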
Target sequence (P49841 whole entry, looked up): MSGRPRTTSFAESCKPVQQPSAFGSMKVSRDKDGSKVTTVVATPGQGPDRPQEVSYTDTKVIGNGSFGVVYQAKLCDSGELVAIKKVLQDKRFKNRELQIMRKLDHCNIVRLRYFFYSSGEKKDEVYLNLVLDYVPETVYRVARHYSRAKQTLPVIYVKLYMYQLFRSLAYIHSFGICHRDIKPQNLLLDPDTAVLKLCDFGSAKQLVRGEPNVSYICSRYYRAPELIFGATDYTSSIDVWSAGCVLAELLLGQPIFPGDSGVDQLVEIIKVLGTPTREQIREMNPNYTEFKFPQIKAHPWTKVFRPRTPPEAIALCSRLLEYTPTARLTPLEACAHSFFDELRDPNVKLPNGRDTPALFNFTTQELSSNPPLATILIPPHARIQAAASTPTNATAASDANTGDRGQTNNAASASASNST
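Test system – GST-tagged human GSK3beta kinase, cell-free · Incubation – 60 min enzyme reaction, room temperature · Signal – ADP-Glo luminescence · Also added – peptide substrate and ATP at 25 µM · Controls – DMSO neutral wells and GW8510 at 20 µM as positive · Buffer or medium – Tris/MgCl2 kinase buffer · Measure – Luminescence-derived activity versus plate DMSO and GW8510 wells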
AI-2 QS mod: modulates the Vibrio harveyi AI-2 quorum sensing system; Vibrio harveyi JMH597 AI-2 luminescence/OD600 ratio, 9 h; hits give low values; strain lacks LuxN and CqsS sensors; 0 = neutral-control median; activity change, % at 7.5 µM; 300,000 compounds, 0.4% hits; in the data active means activity change below about -75%, passing the limit was not always enough; inconclusive means no clear call, values can overlap the other calls;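 further: luminescence divided by OD600 gain over 9 h not by final OD600 alone; inactives centre near 13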
HDAC3 inh: blocks human histone deacetylase 3. recombinant HDAC3, fluorogenic peptide/trypsin coupled, fluorescence. inhibition, % at 8.3 µM. 320,000 compounds, 0.15% hits; in the data active means inhibition above about 26%, passing the limit was not always enough; inconclusive means no clear call, values can overlap the other calls
Target sequence (O15379 whole entry, looked up): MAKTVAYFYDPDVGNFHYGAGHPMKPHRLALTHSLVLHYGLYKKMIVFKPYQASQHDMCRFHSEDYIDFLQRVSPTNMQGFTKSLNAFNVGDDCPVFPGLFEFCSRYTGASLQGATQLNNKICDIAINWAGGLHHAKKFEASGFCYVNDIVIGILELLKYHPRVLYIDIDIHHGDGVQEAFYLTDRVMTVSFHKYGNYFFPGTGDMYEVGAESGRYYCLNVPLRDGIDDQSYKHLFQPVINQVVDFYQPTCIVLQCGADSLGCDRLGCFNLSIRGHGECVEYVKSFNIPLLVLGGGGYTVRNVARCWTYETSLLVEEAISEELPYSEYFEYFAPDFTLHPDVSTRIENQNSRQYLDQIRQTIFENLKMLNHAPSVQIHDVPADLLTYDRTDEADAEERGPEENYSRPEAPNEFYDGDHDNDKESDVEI
GSK3 alpha inh: human GSK-3 alpha kinase inhibition | 320,000 compounds, 0.1% hits | inhibition, % at 10 µM | AID 2650 | ADP-Glo luminescence, 60 min | P49840;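 in the data active means inhibition above about 50%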;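 further: GST-tagged GSK-3 alpha with peptide substrate and 25 µM ATP; 0% = DMSO neutral wells and 100% = GW8510 positive control wells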
* marks the source's active call; other numbers are inactive results; i = inactive; ? = inconclusive; . = not tested or not shown. This is a subset; count on the stated rates, not on these rows.

SMILES	Platelet DG rel	HSF1 inh	HSF1 activator	DYRK1A inh	PolyA inh	HSP90 inh	GSK3beta inhib	AI-2 QS mod	HDAC3 inh	GSK3 alpha inh
CCOC(=O)c1ccc(NC(=O)CSc2nc(N3CCOCC3)nc(N3CCOCC3)n2)cc1	14	1	-2	-4	i	4	1	20	.	-2
Cc1nn(Cc2ccccc2)c(C)c1NC(=O)CSc1nc2sc3c(c2c(=O)n1C)CCC3	13	19	22	.	i	-4	1	6	-4	-5
Cc1ccc(-c2nc(C3CCCN(S(=O)(=O)c4ccc(C(C)(C)C)cc4)C3)no2)cc1 (stereo not drawn)	1	-8	-7	-3	i	2	-2	8	1	-1
O=C(CSc1ccc(C(F)(F)F)cn1)Nc1ccccc1	.	.	.	4	i	-2	1	21	12	-1
O=C(COc1ncnc2ccccc12)NCCc1ccccc1	14	-7	-26	.	i	5	0	11	6	-6
COc1ccccc1N(C(=O)c1snc(C(N)=O)c1N)C(C(=O)NCc1ccccc1)c1ccc(O)cc1 (stereo not drawn)	7	12	28	2	i	3	-1	10	.	.
COc1ccc(NC(=O)CN(C)C(=O)C(C)Sc2ccccc2)cc1 (stereo not drawn)	17	1	-4	8	i	2	-7	2	2	1
CCOC(=O)c1ccc(N2C(=O)C=CC2=O)cc1	5	11	4	3	i	-1	0	?	0	-1
CCc1ccc2nc(SCC(=O)N(CC)CC)c(C#N)cc2c1	-20	4	-4	-8	i	-3	3	20	-1	-2
Cc1ccc(NC(=O)CC2S/C(=N/N=C3/NC(=O)CS3)NC2=O)cc1 (stereo not drawn)	1	-5	-3	.	i	4	2	20	-12	1
S=C(Nc1ccccc1)N1CCn2c(nc3ccccc32)C1	-5	-12	-29	3	i	0	0	5	1	0
Cc1ccc(OCc2cc(C(=O)N3CCN(c4ccccc4)CC3)no2)cc1C	-11	51	45	1	i	6	-4	18	7	-3
N#Cc1ccc2ccn(CC(=O)N3CCCc4ccccc43)c2c1	-9	-6	0	.	i	3	1	12	-3	-1
O=C(O)c1ccc(Nc2ncc([N+](=O)[O-])cc2[N+](=O)[O-])cc1	0	-3	-6	6	i	-2	2	40	1	1
CCOC(=O)CN1C(=O)C2Cc3ccccc3CN2C1=S (stereo not drawn)	-4	11	27	-8	i	2	0	-3	-12	1
CC(=O)Nc1c(O)n(C)c2ccccc12	-13	-8	-4	0	i	4	1	25	0	-5
Cc1cccc(OCc2nnc(SCC(=O)O)n2-c2ccccc2)c1	-4	-7	2	.	.	0	4	11	-6	0
COc1ccccc1N1CCN(C(c2ccc(C)cc2)c2nnnn2C(C)C)CC1 (stereo not drawn)	0	0	18	2	i	-4	2	25	-6	0
O=C(NCC1COc2ccccc2O1)c1cccc(S(=O)(=O)NCc2ccccc2)c1 (stereo not drawn)	-4	2	1	15	i	.	2	-15	5	2
Cc1cccc(/C=C/C(=O)c2cc(Br)ccc(=O)c2O)c1	8	41	?	1	i	-1	-1	2	7	.
O=C(CC(NS(=O)(=O)c1ccc(Cl)cc1)c1ccco1)NCc1cccnc1 (stereo not drawn)	-61	-15	-31	6	i	1	-2	-1	2	-1
Nc1ccc(S(=O)(=O)N2CCCC2)cc1Cl	3	-1	-13	5	i	-5	4	8	.	-1
Cn1c(=O)c2c(nc(N3CCNCC3)n2Cc2cccc3ccccc23)n(C)c1=O	-3	-6	-15	-2	i	3	2	22	-2	1
O=C1CC(N2CCN(c3ccccc3)CC2)C(=O)N1c1cccc(Cl)c1 (stereo not drawn)	-6	1	-12	.	i	2	3	-4	2	-1
Cc1ccc2nc(-c3cccc(N)c3)[nH]c2c1	20	26	35	-1	i	18*	2	21	-89	6
CN(C)S(=O)(=O)c1ccc(C(=O)NCCS(=O)(=O)N2CCN(c3ccc(F)cc3)CC2)cc1	2	-7	2	-4	i	-5	-1	27	2	2
COc1cc(Br)c(CCNC(=O)Cc2ccccc2)cc1OC	-1	-2	-5	-5	i	-1	-2	-8	?	0
CCOC(=O)/C(C#N)=N/Nc1c(C)n(C)n(-c2ccccc2)c1=O	1	-9	9	-2	i	-3	1	25	8	2
Cc1ccc(NC(=O)CN(C)C(=O)c2n[nH]c(=O)c3ccccc23)cc1	2	-3	5	-3	i	2	-1	-3	-16	-1
Cc1ccc(-c2nc3cccnc3s2)cc1NC(=O)c1ccco1	24	17	21	-3	i	3	0	21	-8	-1

Just Platelet DG rel, GSK3 alpha inh and HSF1 inh, for two of the compounds above:
molecule | Platelet DG rel | GSK3 alpha inh | HSF1 inh
O=C(NCC1COc2ccccc2O1)c1cccc(S(=O)(=O)NCc2ccccc2)c1 (stereo not drawn) | -4 | 2 | 2
Cc1cccc(/C=C/C(=O)c2cc(Br)ccc(=O)c2O)c1 | 8 | . | 41

Other records
SMILES	Platelet DG rel	HSF1 inh	HSF1 activator	DYRK1A inh	PolyA inh	HSP90 inh	GSK3beta inhib	AI-2 QS mod	HDAC3 inh	GSK3 alpha inh
CC(C)N(Cc1ccccc1)C(=O)C1CCCN(c2ncnc3c2nc2n3CCCCC2)C1 (stereo not drawn)	15	3	7	-2	i	1	1	17	?	-2
CCOC(=O)CC1COCCN1Cc1cn(C)nc1-c1ccccc1F (stereo not drawn)	6	0	3	2	i	-2	1	6	6	-4
CCOc1ccc(C2c3c(oc4cc(C)c(C)cc4c3=O)C(=O)N2CCCN2CCOCC2)cc1 (stereo not drawn)	2	-6	-5	-1	i	0	-3	8	0	-1
Cc1ccnc(NS(=O)(=O)c2ccc(N=CC3=C(O)CC(C)(C)CC3=O)cc2)n1	0	1	32	-2	i	-3	7	29	4	-2
COc1cc(SC)ccc1C(=O)Nc1nc2ccccc2[nH]1	96*	-92*	-93	25	i	99*	0	32	-6	8
CCCCNC(=O)c1cn(C)c2ccc(S(=O)(=O)N3CCCC3)cc2c1=O	1	-6	0	1	i	3	0	15	0	1
COc1ccc(/C=C2\Oc3cc(OCC(=O)N4CC(O)C[C@H]4C(=O)O)ccc3C2=O)c(OC)c1OC (stereo partly drawn)	-2	-1	-5	6	i	0	5	10	2	-2
Cc1ccc(NC(=O)N(CCCN2CCOCC2)Cc2cccnc2)cc1C	10	-35	-50	12	i	-2	2	0	-10	-4
CCN(C(=O)Cn1c(=O)oc2ccccc21)c1cccc(C(F)(F)F)c1	.	7	11	1	i	1	-4	16	-1	0
CC1(C)Cc2ccccc2-c2nnc(-c3ccc4ccccc4n3)n21	-3	10	14	8	i	0	5	18	-2	2
CC(C)(C)NC(=O)NCC1CCCC1NC(=O)NC(C)(C)C (stereo not drawn)	1	4	15	0	i	2	0	15	-3	0
O=c1c2ccccc2ncn1-c1cccc([N+](=O)[O-])c1	-1	-3	-10	2	i	.	0	8	4	-3
O=C(COc1ccc(/C=C\[N+](=O)[O-])cc1)N1CCOCC1	1	155	181*	0	i	0	5	16	2	1
COc1ccc(C(Nc2cccc([N+](=O)[O-])c2)P(=O)(OC(C)C)OC(C)C)cc1 (stereo not drawn)	12	4	-15	-4	i	7	1	-7	8	-3
Cc1ccc(Cl)cc1NC(=O)C1C2CCC(O2)C1C(=O)O (stereo not drawn)	7	-7	-19	-4	i	-3	1	18	-1	1
CC(=O)c1ccc(NC(=O)COC(=O)C2C3CC4OC(=O)C2C4C3)cc1 (stereo not drawn)	-2	0	-5	1	i	2	-3	-3	-1	0
O=C(O)CSc1cc(C(=O)c2cc(F)ccc2O)cn2c(=O)c3c(-c4ccccc4)csc3nc12	0	0	-5	-5	.	3	-1	8	3	1
CSc1nc2cc(C)nn2c(-c2ccc(C(C)(C)C)cc2)c1C#N	2	-6	-19	1	i	0	1	12	-1	-1
COc1ccc(C(=O)NCCn2ccc3ccccc32)c(OC)c1	5	12	15	.	i	38*	-1	19	2	3
CCOc1ccc(C(=O)NCC(C)C)cc1	0	-2	7	6	i	0	2	-2	0	0
COc1ccc(C(=O)Nc2ccc3c(c2)OCCO3)cc1	.	.	.	8	.	28*	.	.	-3	1
CN(C)/C=C1\C(=O)N(c2ccc(Cl)c(Cl)c2)CS1(=O)=O	-3	11	8	-3	i	0	-2	9	-6	0
COc1ccc(C(=O)Nc2cccc(/C(C)=N/NC(=O)c3ccc([N+](=O)[O-])c(C)c3)c2)cc1OC	3	4	18	1	i	0	0	20	-3	-2
Cn1c(SCC(=O)c2ccccc2F)nnc1C1CC1	-1	1	10	7	i	3	0	36	?	0
COc1cc(C2NC(=S)NC(c3ccccc3)=C2C(C)=O)cc(Br)c1OCC(N)=O (stereo not drawn)	1	5	-4	-2	i	1	-5	5	?	1
CSCCC(NC(=O)COc1ccccc1)C(=O)N1CCN(c2ccccc2F)CC1 (stereo not drawn)	-10	0	13	-4	i	2	2	7	-1	0
CCOc1ccc(NC(=O)CSc2nnc(Cc3ccccc3)c(=O)n2N)cc1	6	-2	-2	-2	.	.	4	-48	0	0
CNc1c([N+](=O)[O-])cnn1-c1cccc(Cl)n1	5	-3	-5	-5	i	0	-2	9	5	0
c1ccc(CCc2nn3c(Cn4nnc5ccccc54)nnc3s2)cc1	2	-2	3	4	i	-2	0	30	0	0
COc1cccc(CNC(=O)CCNS(=O)(=O)c2cccc3nsnc23)c1	1	1	-2	-1	i	-2	0	13	-2	3
CCCN1CN=C(Nc2nc3ccccc3o2)NC1	-11	9	23	10	i	3	8	.	-1	-3
O=C(Nc1ccccc1N1CCN(c2ccccc2)CC1)C1CCCCC1	12	-6	13	5	i	.	2	26	1	0
O=C(CNC(=O)c1ccc(F)cc1)N/N=C/c1cn[nH]c1-c1ccccc1	8	-1	9	3	i	-8	0	7	7	.
CCC(=O)Nc1ccc(C(=O)NNC(=O)Cc2ccccc2)cc1	5	2	26	5	i	-4	-1	25	0	1
O=C(NC(=S)Nc1ccc(CN2CCOCC2)cc1)c1ccc([N+](=O)[O-])cc1	8	-8	-4	3	i	0	2	30	2	-1
O=C(NCc1ccc(OC(F)(F)F)cc1)C12CN(Cc3ccccc3)CC1C(c1cccc([N+](=O)[O-])c1)=NO2 (stereo not drawn)	1	1	-8	-1	i	-1	2	37	14	-1
O=C(Nc1ccc(S(=O)(=O)N2CCCCC2)cc1)C1CC(=O)N(c2ccc(F)cc2)C1 (stereo not drawn)	2	6	3	3	i	3	-2	12	1	1
O=C(COC(=O)C(Cc1ccccc1)NC(=O)c1ccco1)NC1CC1 (stereo not drawn)	-2	5	7	6	i	2	3	18	0	-4
COC(=O)c1cc(NC(=O)COC(=O)C2CCC2)cc(C(=O)OC)c1	2	2	3	-1	i	.	1	5	1	0
Cc1nc2ccc(NC(=O)N3CCOCC3)cc2s1	3	-36	-42	-6	i	6	-4	20	-1	8
